# Compound activity: PubChem BioAssay, several laboratories
# HIV fusion peptide: inhibitors of HIV fusion peptide binding, primary screen, biochemical, uHTS, fluorescence dequenching (AID 1986); cell-free peptide binding, fluorescence dequenching, 30 min; higher % means a stronger effect; inhibition, % at 20 µM; hits with a dose series show IC50 in µM; 290,000 compounds, 0.3% hits; in the data active = inhibition mostly above about 52%, no sharp cut-off; inactive = mostly below about 76%; note: some results filed as inactive read as strong as hits
# GPR35 arrestin U2OS: inhibition of zaprinast-stimulated GPR35 beta-arrestin translocation – imaging, U2OS, beta-arrestin-GFP, zaprinast agonist, primary screen (AID 2058). U2OS GPR35 beta-arrestin-GFP translocation imaging, zaprinast antagonism; higher % means a stronger effect. one-dose inhibition, % at 10 µM; IC50 in µM for titrated hits. 290,000 compounds, 0.052% hits;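 active = inhibition of at least 50% with at least 30 cells and total cytoplasm GFP at most 10,000,000; inconclusive = under 30 cells or total GFP of 10,000,000 plus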
# Salmonella PhoP GFP: inhibitors of PhoP regulon expression, primary screen, Salmonella Typhimurium, GFP reporter (AID 1863); S. Typhimurium PhoP-regulated promoter GFP reporter, 4 h; higher % means a stronger effect; inhibition, % at 50 µM; hits with a dose series show IC50 in µM; 300,000 compounds, 0.16% hits;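 active = inhibition over 29.93%, a cutoff 3 SD above the screen mean, later confirmed by dose response; inconclusive = inhibition over 29.93% but no dose response follow-up; inactive = inhibition at most 29.93% or unconfirmed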;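 note: 0% = low Mg2+ inducing control and 100% = high Mg2+ repressing control; strong numbers were not always called active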
# Large T inhibition: TAg ATPase/helicase activity blockers – biochemical (AID 1903); inhibition, % at 20 µM; hits with a dose series show IC50 in µM; 310,000 compounds, 0.39% hits; SV40 large T antigen ATPase/helicase inhibition assay; higher % means a stronger effect; in the data active = a potency from the dose series; inconclusive = inhibition mostly from about 32% at the one dose, without a potency; inactive = the rest, 99 in 100 with inhibition below about 32%; note: strong numbers were not always called active
# RSV CPE inhibition: RSV antiviral activity via CPE protection, HEp-2 cells, primary 10 µM value included (AID 2391); HEp-2 cells, RSV-induced CPE inhibition; higher % means a stronger effect; CPE inhibition, % at 10 µM; hits with a dose series show IC50 in µM; 310,000 compounds, 0.13% hits; in the data active = a potency from the dose series; inconclusive = CPE inhibition mostly from about 23% at the one dose, without a potency; inactive = the rest, 99 in 100 with CPE inhibition below about 21%; note: strong numbers were not always called active
# Dengue-2 NS5 capping: Dengue-2 NS5 methyltransferase inhibitors, primary screen, biochemical, confirmation dose response (AID 588689); Dengue-2 NS5 methyltransferase capping enzyme assay, biochemical; higher % means a stronger effect; 340,000 compounds, 0.3% hits; inhibition, % at 25 µM, or IC50 in µM where a hit was titrated; in the data active = a potency from the dose series; inconclusive = inhibition above about 29% without an active follow-up result
# UTI89 phage lysis: protection from phage-mediated lysis, alamar blue read-out – E. coli UTI89, K1F phage, bacterial capsule biogenesis inhibitors (AID 488966); E. coli UTI89 K1F phage lysis, alamar blue, 2 h; higher % means a stronger effect; 340,000 compounds, 0.02% hits; inhibition, % at 100 µM, or IC50 in µM where a hit was titrated;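 active = phage lysis inhibition, versus mean bacterial control, above a set limit; inconclusive = no clear call, values can overlap the other calls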;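 note: capsule biogenesis inhibitors block K1F phage lysis so surviving cells raise fluorescence; higher fluorescence means more inhibition of phage lysis; actives were called in the ten point dose series up to 300 µM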
# GPR55 LPI antagonism: inhibition of LPI-stimulated GPR55 beta-arrestin translocation – imaging, U2OS, beta-arrestin-GFP, LPI agonist, primary screen (AID 2013); U2OS GPR55 beta-arrestin-GFP translocation imaging, LPI antagonism; higher % means a stronger effect; inhibition, % at 10 µM, or IC50 in µM where a hit was titrated; 290,000 compounds, 0.13% hits;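 active = spots per cell inhibited over 60%, with over 100 cells counted and total cytoplasm intensity under 500,000; inconclusive = wells with under 100 cells, flagged as likely toxic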;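 note: U2OS cells stably carrying GPR55 and arrestin-GFP stimulated by 5 µM LPI near EC80; imaged beta-arrestin-GFP aggregate spots per cell after agonist stimulation; plate controls were LPI-stimulated DMSO wells for no effect and DMSO wells without LPI for full effect; some results filed as inactive read as strong as hits; confirmed hits need IC50 under 10 µM and bright autofluorescent wells are also inconclusive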
# Rac1 GTP hydrolysis: MgcRacGAP GTPase-activating activity inhibitors, confirmation, biochemical, ADP Hunter fluorescence | MgcRacGAP-stimulated Rac1 GTP hydrolysis, ADP Hunter fluorescence; higher % means a stronger effect; GST-tagged Rac1 F28L mutant substrate | one-dose inhibition, % at 30 µM; IC50 in µM for titrated hits | 340,000 compounds, 0.6% hits | AID 624330;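 active = first-screen hits whose inhibition reached a set limit at any dose in the follow-up dose series; inconclusive = inhibition above the set first-screen limit but never retested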;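 note: fluorescence reports GDP produced by GAP-driven GTP hydrolysis; strong numbers were not always called active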
# Dengue-2 NS5 capping pilot replicate: further read-out of Dengue-2 NS5 capping, marked with its call; inhibition, %; measured here: pilot screen replicate inhibition
# Active calls of the source: *; u = inconclusive; x = not tested or not shown; [ ] = dose if it differs, or a comment. Outcome played no part in choosing rows. Share with any hit: about 1.5%.
SMILES,HIV fusion peptide,GPR35 arrestin U2OS,Salmonella PhoP GFP,Large T inhibition,RSV CPE inhibition,Dengue-2 NS5 capping,UTI89 phage lysis,GPR55 LPI antagonism,Rac1 GTP hydrolysis,others
COC(CNC(=O)c1ccc(N2CCC3(CC2)OCCO3)c([N+](=O)[O-])c1)OC,-1.7%,19%,5%,6%,1.2%,-1%,1.4%[50 µM],-8%,6%,
Cc1cc(Cl)cc(Cl)c1OCCCCN(C)C,-0.2%,-9%,7%,24%,-0.6%,-1%,12%,0%,16%,
C=CCn1c(SCC(=O)Nc2ccccc2OC)nc2c([nH]c3ccccc32)c1=O,0.7%,-2%,-6%,18%,2.7%,0%,-0.1%,12%,7%,
O=C(CCCc1nc(-c2ccccc2Cl)no1)N1CCOCC1,-0.4%,4%,-10%,7%,-0.3%,0%,-0.1%,-4%,-15%,
COc1ccc(OC)c(N=c2oc3cc(O)ccc3cc2C(N)=O)c1,17%,-1%,-23%,28%,2.0%,-3%,0.2%,-5%,8%,
COc1cc(Cl)c(C)cc1NC(=O)c1ccc2c(c1)OCO2,-1.3%,-2%,5%,0%,1.2%,-1%,-0.3%,11%,1%,
CSc1ccc(C2Nc3ccccc3-c3cc(C)nn32)cc1 (centres undefined),0.0%,0%,-3%,6%,7.7%,5%,-0.6%,2%,-8%,Dengue-2 NS5 capping pilot replicate=2.4
COc1cccc(NC(=S)N/N=C2\CC(C)(C)Oc3ccc(O)cc32)c1,1.8%,-1%,45%,9%,0.0%,-5%,0.2%,8%,0%,
COC(=O)c1ccc(NC(=O)CNc2ccccc2)cc1,-0.1%,0%,-4%,1%,1.9%,-10%,0.3%,-9%,8%,
Cc1c(CCC(=O)O)c(=O)oc2c(C)c(OCc3cc4c(cc3Cl)OCO4)ccc12,62%,7%,-12%,14%,2.0%,52µM*,-0.3%,2%,4%,
CC(=O)c1c(-c2ccccc2)c2cc(Cl)ccc2n(C)c1=O,0.4%,-15%,-1%,8%,3.5%,-2%,-0.8%,-2%,9%,
CCC(=O)N1CCc2cc(S(=O)(=O)CCC(=O)N3CCN(c4ccccc4)CC3)ccc21,1.2%,-1%,-3%,6%,0.9%,-11%,0.0%,5%,13%,
O=C(Nc1ccc(CN2CCCCC2)cc1)c1cccc(Br)c1,-2.0%,18%,1%,0%,0.0%,1%,0.9%,-2%,9%,
O=C(NC1CC1)C1=C[C@@H](c2ccc(C(F)(F)F)cc2)C[C@@H](OCCCCO)O1,x,x,-7%,5%,3.7%,-1%,-0.6%,x,5%,
O=C(COC(=O)/C=C/c1ccccc1)Nc1ccc2c(c1)OCCO2,x,x,x,x,0.1%,-13%,0.4%[50 µM],x,-6%,
COc1ccc(C)cc1S(=O)(=O)N(C)CC(=O)Nc1ccc2c(c1)OCO2,-2.9%,-10%,-2%,-1%,1.4%,-3%,-0.1%,1%,1%,
Cc1ccc(CS(=O)Cc2ccc(C(=O)NC3CCC(C)CC3)o2)cc1 (centres undefined),-0.1%,3%,4%,x,0.7%,4%,0.1%,1%,12%,
C=CCn1c(SCC(=O)Nc2ccccc2F)nnc1C(C)NC(=O)c1ccccc1F (centres undefined),-0.6%,-12%,-6%,9%,1.5%,-1%,1.3%[50 µM],-3%,7%,
Cc1nc(N)sc1-c1nnc(SCC(=O)Nc2ccccc2C(F)(F)F)n1C,1.8%,10%,13%,16%,1.1%,-5%,0.6%,21%,4%,
O=C(Nc1c(Cl)ccc2nsnc12)c1ccco1,-0.2%,-1%,-3%,6%,1.4%,-1%,0.2%,-1%,3%,
Clc1ccc(-c2nnc(-c3ccco3)nc2N2CCCCC2)cc1,37%,1%,-6%,16%,1.2%,2%,5.5%,-10%,0%,
COc1cccc(CN(C(=O)c2ccc([N+](=O)[O-])cc2)C2CCS(=O)(=O)C2)c1 (centres undefined),2.7%,-5%,-6%,2%,1.6%,-7%,0.1%,10%,4%,
COc1ccc(N(C(=O)c2ccc(Br)o2)C2C=CS(=O)(=O)C2)c(OC)c1 (centres undefined),1.4%,-20%,3%,17%,4.4%,2%,0.3%,13%,13%,
Cc1nc2scc(-c3cccs3)c2c(=O)o1,1.6%,-14%,-13%,17%,1.9%,8%,-0.1%,11%,14%,
ONC(=Nc1ccc(Cl)cc1)c1ccccc1,-2.6%,18%,0%,2%,3.6%,-3%,0.5%,9%,8%,Dengue-2 NS5 capping pilot replicate=-1.2
O=C(Nc1cccc(S(=O)(=O)c2cccc(NC(=O)c3ccco3)c2)c1)c1ccco1,0.6%,5%,-3%,4%,1.0%,-3%,0.1%,3%,8%,
COC(=O)c1ccc(N=C2SCC(=O)N2C)cc1,-0.3%,0%,3%,9%,1.3%,-1%,0.6%,-1%,2%,
O=C(Nc1nc2c(F)cc(F)cc2s1)c1ccccn1,2.9%,-9%,3%,6%,-0.4%,-2%,0.1%,15%,16%,
CCn1nnc(NC(=O)c2ccco2)n1,1.3%,20%,0%,8%,0.7%,-6%,0.4%,-5%,3%,
CC(=O)NCCn1c(SCc2ccc(C)cc2)nc2ccccc2c1=O,-3.4%,1%,6%,7%,3.3%,-1%,0.3%,3%,12%,Dengue-2 NS5 capping pilot replicate=-0.3
O=C(CNC(=S)N(Cc1ccccc1)Cc1cccnc1)NC1CC1,-0.2%,2%,-3%,12%,-0.2%,0%,0.9%,9%,3%,
COc1c(C)cc(C(=O)C2CCCN(C(=O)c3cccc(-n4cccn4)c3)C2)cc1C (centres undefined),-0.1%,-12%,-6%,5%,u,-7%,0.0%,0%,12%,
Cc1ccc(C(=O)Nc2cc(Cl)ccc2Oc2ccccc2)cc1[N+](=O)[O-],2.0%,4%,-7%,2%,3.2%,-7%,1.0%[50 µM],25%,6%,
CSc1ccc(/C=N/NC(=O)c2cccc(Cl)c2)cc1,-2.9%,13%,-11%,13%,18%,-9%,3.4%,12%,7%,
COc1ccc(CC(=O)Nc2ccc(-c3noc(-c4ccc(Cl)cc4)n3)cc2)cc1,12%,-4%,0%,-5%,7.3%,0%,-0.4%,-2%,7%,
COc1ccc2cc(Br)ccc2c1CC(=O)N1CCCC1,-2.3%,3%,10%,-3%,1.2%,9%,-0.3%,15%,16%,
CCC(OC(=O)CNS(=O)(=O)c1ccccc1)C(=O)c1ccccc1 (centres undefined),1.2%,9%,-3%,11%,0.7%,5%,0.0%,4%,-3%,
COc1ccccc1C(=O)N/N=C(\C)c1ccc(NC(=O)Cc2ccccc2)cc1,0.0%,5%,0%,5%,0.8%,5%,1.9%[50 µM],-1%,7%,
O=C(COc1ccc2ccccc2c1CN1CCOCC1)N1CCc2ccccc21,0.2%,7%,-13%,3%,2.9%,-7%,0.0%,12%,7%,
CCSCCNC(=O)c1cncc(Br)c1,0.7%,13%,3%,30%,0.6%,-1%,0.6%,34%,4%,
COc1cc(C(=O)NCc2ccco2)cc(OC)c1OC,2.3%,0%,-2%,4%,0.7%,2%,0.1%,36%,12%,
CN(CCCNC(=O)Cn1c(=O)c2cccn2c2ccccc21)Cc1ccccc1,0.1%,9%,11%,3%,-1.1%,-6%,0.1%,-3%,13%,
COc1cccc(N(CC(=O)NCC2CCCO2)C(=O)CCC(=O)Nc2nccs2)c1 (centres undefined),-0.5%,-11%,0%,7%,-1.8%,x,0.3%,17%,10%,
Cc1cccc(OCCNc2ccc([N+](=O)[O-])cn2)c1,1.9%,2%,-7%,4%,4.7%,-5%,1.7%,2%,1%,
Oc1ccc(/C=N/Nc2ccc(C(F)(F)F)cn2)cc1O,7.1%,2%,-2%,48µM*,x,x,x,-8%,x,
Cc1ccc(C(C)NC(=O)c2cccs2)cc1 (centres undefined),x,x,x,9%,1.7%,7%,-2.3%,x,5%,
CCN(CC)CCn1c(=S)[nH]c2ncccc2c1=O,-1.8%,-15%,3%,-6%,1.1%,-14%,0.2%,4%,10%,
CCOC(=O)N1CCC(N(CCN(C)C)C(=S)Nc2cccc(Cl)c2)CC1,1.3%,6%,-2%,13%,-0.7%,-10%,-0.2%,3%,10%,
CCOC(=O)C1CCCN(c2cc(C)nc3cc(-c4ccc(Cl)cc4)nn23)C1 (centres undefined),0.3%,1%,1%,2%,2.0%,2%,0.6%,5%,7%,
Cc1ncc(CC(=O)n2cc(C(=O)c3cc(Cl)ccc3O)cn2)s1,3.4%,13%,12%,-1%,5.4%,-10%,-16%,6%,7%,
COc1ccc(N2CCN(C(=O)COC(=O)c3cccc(S(=O)(=O)Nc4cccc(C)c4)c3)CC2)cc1,x,x,-8%,22%,8.3%,2%,2.6%[50 µM],x,6%,
Cc1ccc(-n2c(=O)[nH]c3c(C(N)=O)nc(C(C)C)nc32)cc1,-3.5%,7%,4%,21%,2.5%,-5%,-0.1%,2%,-7%,
CCC(CC)C(=O)Nc1ccc(Nc2ccccc2)cc1,-2.6%,-6%,-7%,11%,2.3%,-1%,5.2%,4%,28%,
O=C(O)CC(NC(=O)C(c1ccccc1)c1ccccc1)c1ccc(F)cc1 (centres undefined),0.4%,3%,1%,6%,5.8%,-8%,-0.6%,9%,0%,
COc1cc(C(=O)N(Cc2cccnc2)Cc2cc3cc4c(cc3[nH]c2=O)OCCO4)cc(OC)c1OC,-0.8%,-3%,-8%,-1%,-1.1%,-3%,3.5%,3%,4%,
O=C(O)Cn1cnc2scc(-c3ccccc3)c2c1=O,1.2%,8%,2%,5%,0.8%,-3%,0.0%,5%,4%,Dengue-2 NS5 capping pilot replicate=1.5
COc1cccc(N2C(=O)C(CC(=O)Nc3ccc(F)cc3)N(C3CCCCC3)C2=O)c1 (centres undefined),0.3%,-8%,-8%,7%,2.1%,-11%,0.6%,11%,6%,
CC(C)CC(C(=O)O)C(C)CC(=O)Nc1ccn(-c2ccccc2)n1 (centres undefined),-0.3%,9%,1%,0%,1.4%,0%,-0.3%,-3%,8%,
COc1cccc(N=Nc2c(=O)[nH]n3c(=O)c4c([nH]c23)CCC4)c1,7.8%,15%,13%,10%,2.9%,4%,0.7%[50 µM],6%,4%,
